MT1-MMP act inh – blocks activation of human MT1-MMP | P50281 | AID 651647 | HT1080 RFP-PRO-GFP cells, GFP/RFP ratio fluorescence, overnight; percent of plate control window, DMSO zero | 360,000 tested, 0.061% active | GFP/RFP ratio change, % at 20 µM;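 active = GFP/RFP ratio change of at least 30% with cell ATP level not reduced by more than half and red fluorescence within 50% of control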; note: strong numbers were not always called active
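Assay system: HT1080 RFP-PRO-GFP cells | Dosing: 20 µM single dose, 1% DMSO | Incubation: Cells overnight before dosing, compound overnight, 37 °C, 5% CO2 | Evaluation: GFP/RFP fluorescence ratio | Control set: DMSO-only wells and HT1080 RFP-L50D-GFP cell wells as references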
E coli Lon inh – inhibits E. coli Lon protease | 360,000 tested, 0.42% active | purified E. coli Lon protease, fluorescence polarization | P0A9M0 | inhibition, % at 7.94 µM; in the data active = inhibition above about 13%, passing the limit was not always enough;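 note: 0% = enzyme with probe and DMSO and 100% = no enzyme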
bovine MsrA act – activates bovine MsrA enzyme | purified bovine MsrA, absorbance read-out | 360,000 tested, 0.3% active | activation, % at 10.6 µM; in the data active = activation above about 7.5%;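 note: 0% = vehicle and 100% = reference activator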
PABP1 MLLE inh – blocks PAM2 peptide binding to the PABP1 MLLE domain; 360,000 tested, 0.36% active; P11940; GST-MLLE / FITC-PAM2 fluorescence polarization; inhibition, % at 20 µM; in the data active = inhibition above about 35%, passing the limit was not always enough;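 note: plate controls were DMSO wells with GST-MLLE for no effect and wells lacking GST-MLLE protein for full effect; some results filed as inactive read as strong as hits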
SKN-1 inh – C. elegans SKN-1 inhibition; C. elegans VP596 Pgst-4::GFP/RFP ratio, acrylamide-induced, 24 h; inhibition, % at 21.8 µM; 360,000 tested, 0.49% active;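 active = interference check ratio from 0.5 to 1.5 plus GFP to RFP signal ratio inhibition reaching or exceeding a fixed threshold, cut at about 30% in these data, passing the limit was not always enough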; note: some compounds called inactive have numbers as strong as hits
FAS-TE inh – inhibitors of human fatty acid synthase thioesterase domain; P49327; recombinant FAS-TE, OMFH fluorogenic substrate, fluorescence endpoint; inhibition, % at 15 µM; 360,000 tested, 0.67% active;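 active = compounds whose normalised, plate-corrected inhibition of enzyme fluorescence in the single-dose primary screen is 50% or more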;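 note: 0% = DMSO with enzyme and 100% = substrate without enzyme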
CendR NRP1 mod – modulators of CendR peptide binding to human neuropilin-1 | O14786 | FAM-RPARPAR peptide binding to NRP-1, fluorescence polarization | inhibition, % at 25 µM | 360,000 tested, 0.85% active | AID 602438;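 active = inhibition or corrected inhibition above about 18%, plus a signal ratio from 0.5 to 1.5, limit read from the data, passing the limit was not always enough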; note: strong numbers were not always called active
Target sequence (O14786 whole entry, looked up): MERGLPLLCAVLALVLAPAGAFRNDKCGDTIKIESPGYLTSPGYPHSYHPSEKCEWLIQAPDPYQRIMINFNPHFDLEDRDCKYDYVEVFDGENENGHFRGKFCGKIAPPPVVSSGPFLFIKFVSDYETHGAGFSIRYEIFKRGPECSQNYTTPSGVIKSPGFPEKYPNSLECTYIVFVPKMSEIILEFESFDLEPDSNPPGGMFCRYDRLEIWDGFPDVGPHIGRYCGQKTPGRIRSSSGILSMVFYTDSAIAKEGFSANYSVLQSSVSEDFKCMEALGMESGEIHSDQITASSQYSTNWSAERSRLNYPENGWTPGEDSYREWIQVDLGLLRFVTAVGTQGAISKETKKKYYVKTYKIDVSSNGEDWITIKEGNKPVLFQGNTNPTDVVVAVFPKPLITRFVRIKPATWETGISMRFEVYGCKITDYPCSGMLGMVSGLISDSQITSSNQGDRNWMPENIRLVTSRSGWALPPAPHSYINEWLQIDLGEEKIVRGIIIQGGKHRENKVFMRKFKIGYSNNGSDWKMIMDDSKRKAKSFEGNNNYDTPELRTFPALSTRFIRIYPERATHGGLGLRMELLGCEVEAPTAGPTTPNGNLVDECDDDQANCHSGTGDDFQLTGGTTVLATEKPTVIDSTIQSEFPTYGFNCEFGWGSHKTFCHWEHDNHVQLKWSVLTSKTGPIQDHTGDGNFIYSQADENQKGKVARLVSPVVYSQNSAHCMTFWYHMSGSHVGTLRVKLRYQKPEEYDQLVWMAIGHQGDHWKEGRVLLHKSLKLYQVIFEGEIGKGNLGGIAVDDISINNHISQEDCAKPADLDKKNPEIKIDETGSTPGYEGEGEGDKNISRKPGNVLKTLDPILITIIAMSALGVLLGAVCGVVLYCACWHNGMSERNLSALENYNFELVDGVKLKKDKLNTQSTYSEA
MsrA inh – inhibits bovine methionine sulfoxide reductase A. 360,000 tested, 0.75% active. inhibition, % at 15.5 µM. purified bovine MsrA, absorbance read-out; in the data active = inhibition above about 4.5%;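 note: 0% = vehicle wells with enzyme and 100% = reference inhibitor wells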
Tb MetRS inh – blocks T. brucei methionyl-tRNA synthetase activity | purified T. brucei MetRS, ATP depletion, Kinase-Glo luminescence | AID 624268 | 360,000 tested, 0.4% active | inhibition, % at 11.9 µM;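 active = inhibition above a per-plate cutoff of the control wells' mean inhibition plus 3 SD, cut at about 5.5% in these data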;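 note: 0% = DMSO wells median and 100% = median of wells with control inhibitor compound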
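Measured by: Kinase-Glo luciferase luminescence reporting remaining unconsumed ATP. Material: purified T. brucei MetRS enzyme. Doses: 11.9 µM compound single dose, 0.9% DMSO. Medium: HEPES buffer containing pyrophosphatase, BSA, spermine, DTT. Times: 15 min preincubation, 2 h reaction, all 25 °C. Reagent: methionine, ATP and bulk E. coli tRNA.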
Active calls of the source: *; . = no result given; & = joins results of further samples.

The opening 3 records (preview)
[1] CC1=C(C(=O)N2CCCCCC2)CC(CC(=O)NCCc2ccccn2)C(=O)N1CCC1=CCCCC1 (stereo not drawn)
[2] Cn1c(=O)c2ncn(CC(=O)Nc3ccc(N4CCOCC4)cc3)c2n(C)c1=O
[3] C[C@@]12C(=O)N(Cc3ccco3)CC(=O)N1[C@H]1c3cc(Cl)ccc3OC[C@@H]1[C@@H]2c1ccccc1

entry no.,1,2,3
MT1-MMP act inh,4,3,-15
E coli Lon inh,4,4,1
bovine MsrA act,-4,-3,-1
PABP1 MLLE inh,.,-6,15
SKN-1 inh,-9,6,2
FAS-TE inh,-2,-7,20
CendR NRP1 mod,-21,-1,18
MsrA inh,0.1,-0.2,1.2
Tb MetRS inh,-0.3,-0.5,-0.1

The whole of this part, from the start:
[1] CC1=C(C(=O)N2CCCCCC2)CC(CC(=O)NCCc2ccccn2)C(=O)N1CCC1=CCCCC1 (stereo not drawn)
[2] Cn1c(=O)c2ncn(CC(=O)Nc3ccc(N4CCOCC4)cc3)c2n(C)c1=O
[3] C[C@@]12C(=O)N(Cc3ccco3)CC(=O)N1[C@H]1c3cc(Cl)ccc3OC[C@@H]1[C@@H]2c1ccccc1
[4] O=C(NCn1cnccc1=O)c1ccccc1
[5] Cn1c(=O)c2c(nc(N3CCNCC3)n2Cc2ccccc2Cl)n(C)c1=O
[6] COCc1ccc(CN2CCC(Oc3ccc(C(=O)NCc4ccccn4)cc3)CC2)o1

entry no.,1,2,3,4,5,6
MT1-MMP act inh,4,3,-15,2,.,-1
E coli Lon inh,4,4,1,-8,10,1
bovine MsrA act,-4,-3,-1,-3,-4,-3
PABP1 MLLE inh,.,-6,15,-2,4,4
SKN-1 inh,-9,6,2,-4,12,-2
FAS-TE inh,-2,-7,20,-5,-1,-6
CendR NRP1 mod,-21,-1,18,-2,11,16
MsrA inh,0.1,-0.2,1.2,0.6,0.0,-0.1
Tb MetRS inh,-0.3,-0.5,-0.1,-0.8,-0.7,-0.1

[7] C=CCn1cnc2c(nnn2-c2ccc(C)c(C)c2)c1=O
[8] CC(OC(=O)C1CC(=O)N(Cc2ccccc2)C1)C(=O)Nc1cccc(C#N)c1 (stereo not drawn)
[9] CCOc1ccc(CN2CCN(C3CCSCC3)CC2CCO)cc1 (stereo not drawn)
[10] O=C(CSC1=NCCN1)NC12CC3CC(CC(C3)C1)C2
[11] CCCc1nn(C)c2c1C(c1cccnc1)C(C#N)=C(N)O2 (stereo not drawn)
[12] CCOC(=O)C1CCN(C(=O)Cn2cnc3sc(C)c(S(=O)(=O)N4CCOCC4)c3c2=O)CC1

entry no.,7,8,9,10,11,12
MT1-MMP act inh,-3,2,-9,11,-3,-1
E coli Lon inh,-1,-5,0,-10,2,-13
bovine MsrA act,-6,-1,-1,-1,1,-1
PABP1 MLLE inh,3,-41,-1,0,9,-11
SKN-1 inh,14,11,-1,1,5,24
FAS-TE inh,3,-3,-6,-15,-5,-2
CendR NRP1 mod,-7,2,10,1,-7,4
MsrA inh,0.9,0.6,0.4,2.2,0.9,0.1
Tb MetRS inh,0.7,0.2,0.4,0.3,-0.2,-0.6

[13] Clc1ccc(N2CCN(/N=C/c3ccncc3)CC2)cc1
[14] CC1(C)Cc2cccc(Oc3cc(NN4CCCCC4)c([N+](=O)[O-])cc3[N+](=O)[O-])c2O1
[15] CCN(CC)S(=O)(=O)c1ccc2c(c1)CC(C(=O)N1CCCC1)N2C(C)=O (stereo not drawn)
[16] COc1cccc(C2CC(C(F)(F)F)n3ncc(C(=O)NCc4ccco4)c3N2)c1 (stereo not drawn)
[17] O=C(Nc1ccc(C2=NCCN2)cc1)c1ccc(C(=O)Nc2ccc(C3=NCCN3)cc2)c([N+](=O)[O-])c1
[18] CC(OC(=O)/C(C#N)=C/c1ccc(N(C)C)cc1)C(=O)NCc1ccco1 (stereo not drawn)

entry no.,13,14,15,16,17,18
MT1-MMP act inh,6,-2,0,5,0,-21
E coli Lon inh,0,20,1,-1,4,12
bovine MsrA act,-4,-10,-1,1,1,6
PABP1 MLLE inh,16,16,11,11,-13,12
SKN-1 inh,62*,-13,4,-8,-1,60
FAS-TE inh,4,36,-5,12,-3,-12
CendR NRP1 mod,-1,-5,0,12,6,-55
MsrA inh,1.8,1.2,-0.7,1.5,0.4,1.6
Tb MetRS inh,-1.5,-0.4,0.9,-1.0,-0.9,-0.3

[19] COc1ccccc1NS(=O)(=O)c1cccc(C(=O)N(C)Cc2cccs2)c1
[20] COC(=O)Cn1cc(C(=O)C2CC2)c2ccccc21
[21] CN(C)c1ccnc2c[cH-]cc12.[Fe].c1ccc(-[c-]2[c-](-c3ccccc3)[c-](-c3ccccc3)[c-](-c3ccccc3)[c-]2-c2ccccc2)cc1 (stereo not drawn)
[22] COc1ccccc1N1CCN(C(=O)CSc2ncnc3scc(-c4ccccc4)c23)CC1
[23] Cc1ccc(N(CCC#N)C(=O)CSc2ccc3c(c2)OCCO3)cc1
[24] Nc1cccc2c1C(=O)N(CC(=O)NC13CC4CC(CC(C4)C1)C3)C2=O

entry no.,19,20,21,22,23,24
MT1-MMP act inh,-5,3,7&27,1,-2,-14
E coli Lon inh,-15,-2,-2&7,-5,1,13
bovine MsrA act,-1,-8,-4&-3,-7,-5,-2
PABP1 MLLE inh,8,-10,-9&6,-3,25,3
SKN-1 inh,2,-38,-6&-7,6,-1,-3
FAS-TE inh,2,-8,-1&26,23,0,4
CendR NRP1 mod,-4,2,9&-8,-20,1,-1
MsrA inh,-0.4,-0.8,-0.1&-0.9,0.0,-1.0,0.4
Tb MetRS inh,0.1,-1.2,-0.5&0.0,-0.2,-0.6,1.2

[25] O=C(Cc1ccc(Br)cc1)NCCc1ccc(Cl)cc1Cl
[26] CC(C(=O)Nc1ccc(C#N)cc1)N(C)CC(=O)Nc1cccc(F)c1 (stereo not drawn)
[27] CCOc1ccc(CCNC(=O)c2ccccc2OCc2c(C)noc2C)cc1OCC
[28] Cc1cc(OCC(=O)O/N=C(\N)c2ccccc2)ccc1Cl
[29] CCOCCCNC(=O)c1ccc2c(=O)n(CCCOCC)c(=S)[nH]c2c1
[30] CCNc1nc(NCC)nc(N/N=C/c2ccc(Br)cc2)n1

entry no.,25,26,27,28,29,30
MT1-MMP act inh,-1,-1,-1,1,8,8
E coli Lon inh,3,2,1,-8,-3,-1
bovine MsrA act,-11,-11,-7,-1,-10,-7
PABP1 MLLE inh,-6,-8,10,26,-70,-5
SKN-1 inh,-1,-20,-1,5,6,-18
FAS-TE inh,19,-2,-1,14,3,-4
CendR NRP1 mod,6,3,-10,0,-7,-10
MsrA inh,1.5,-0.3,0.1,0.4,1.4,2.1
Tb MetRS inh,4.0,-1.3,-0.3,0.1,-0.2,-0.5

[31] O=C(/C=C/c1ccc(O)c(O)c1)c1ccccc1O
[32] N#CC1=C(N)Oc2n[nH]c(-c3ccc(F)cc3)c2C1c1cccc(OC(=O)N2CCOCC2)c1 (stereo not drawn)
[33] CCN(CC)C(=O)C(C)N(C#N)c1nc(SC)nc(N(C)C)n1 (stereo not drawn)
[34] O=C(C[C@H]1CC[C@@H]2[C@H](COC[C@@H](O)CN2C(=O)C2CC2)O1)NCc1ccccc1Cl
[35] COc1cc2c(cc1OC)C(c1cc3cc(C)ccc3[nH]c1=O)N(C(=O)c1ccco1)CC2 (stereo not drawn)
[36] CCC(=O)N(Cc1cc2cc(OC)ccc2[nH]c1=O)c1ccc(C)cc1C

entry no.,31,32,33,34,35,36
MT1-MMP act inh,-8,2,1,2,-8,0
E coli Lon inh,-11,-6,-7,.,-1,5
bovine MsrA act,-4,-1,-5,.,-4,-4
PABP1 MLLE inh,-18,2,-3,.,1,-1
SKN-1 inh,13,8,8,5,8,-21
FAS-TE inh,-1,-5,-7,.,-1,-4
CendR NRP1 mod,19,4,-3,-3,3,19
MsrA inh,-0.3,-0.9,3.3,-0.1,-0.3,0.4
Tb MetRS inh,0.7,-0.1,0.4,-0.5,0.6,0.0

[37] Nc1ccc2c(c1)C(=O)c1cc([N+](=O)[O-])ccc1-2
[38] CC(C)CCN1CCN(Cc2cc3ccccc3[nH]2)CC1CCO (stereo not drawn)
[39] Cc1ccc(F)c(NC(=O)/C(C#N)=C(\O)c2ccc(C(C)(C)C)cc2)c1
[40] COc1ccccc1NC(=O)N1CCc2[nH]c3ccc(Cl)cc3c2C1
[41] COC(=O)CCc1ccc(O)cc1
[42] COc1cccc(N/C(N)=N/c2nc(C)cc(=O)[nH]2)c1

entry no.,37,38,39,40,41,42
MT1-MMP act inh,-15,0,3,-2,-2,0
E coli Lon inh,-5,-5,-6,-2,-4,-9
bovine MsrA act,-4,-3,-12,-4,-1,-1
PABP1 MLLE inh,-4,-12,10,-7,9,4
SKN-1 inh,17,-6,-3,15,-1,8
FAS-TE inh,-3,-2,30,-5,-1,-6
CendR NRP1 mod,12,-9,-18,-5,-6,17
MsrA inh,0.7,-0.6,3.1,-0.1,0.8,.
Tb MetRS inh,-0.2,0.2,-0.5,2.3,1.2,-0.2

[43] O=c1c2ccccc2on1-c1ccccc1
[44] COc1ccc(-c2ccccc2C2=CC(=O)CC(C)(C)C2=O)cc1
[45] C=CCN1C(=O)S/C(=C/c2ccc(Sc3nc4ccccc4[nH]3)o2)C1=O
[46] CN1/C(=C\C(=O)c2ccco2)c2ccccc2CC1(C)C
[47] CCC1CCC(C(=O)NC(C(=O)NCCN2CCOCC2)C(C)C)CC1 (stereo not drawn)
[48] CCCn1ccc(O)c(Cc2ccc(Cl)cc2)c1=O

entry no.,43,44,45,46,47,48
MT1-MMP act inh,-2,-2,4,6,0,-1
E coli Lon inh,0,0,-4,-6,13,-1
bovine MsrA act,-1,-3,-8,-1,-3,-11
PABP1 MLLE inh,-25,12,-62,2,-1,-14
SKN-1 inh,45,6,-3,14,-12,4
FAS-TE inh,-3,17,-2,-6,-4,-3
CendR NRP1 mod,-7,-11,-41,1,8,0
MsrA inh,0.5,0.8,1.3,0.1,0.2,0.2
Tb MetRS inh,-0.9,-0.4,0.2,-0.5,-0.6,0.9

[49] CC(C)(C)c1ccc(/C=N/Nc2ccc(C(=O)O)cc2)cc1
[50] COc1ccc(/C=C(\C#N)C(=O)OCC(=O)Nc2c(C)cccc2C(C)C)cc1
[51] Oc1ccc(CN2CCCCC2)c2cccnc12
[52] CN1CCN(CC(=O)Nc2ccc([N+](=O)[O-])cc2Br)CC1

entry no.,49,50,51,52
MT1-MMP act inh,1,6,-10,-2
E coli Lon inh,3,11,2,2
bovine MsrA act,-4,-2,3,-3
PABP1 MLLE inh,9,-4,16,-8
SKN-1 inh,8,-5,5,9
FAS-TE inh,64*,-7,-5,-4
CendR NRP1 mod,-4,-6,6,8
MsrA inh,2.9,-1.4,1.7,3.0
Tb MetRS inh,0.0,-0.7,-0.6,-0.1

Screening data: PubChem BioAssay, several laboratories
